Screens: PubChem, several laboratories
OPRM1-OPRD1 inv = inverse agonists of human mu-delta opioid receptor heterodimerization. P35372+P41143. cell-based MOR-DOR heterodimer luminescence, inverse agonism. inhibition, % at 9.3 µM. 340,000 tested, 0.21% active; in the data active means inhibition above about 22%, passing the limit was not always enough;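 further: 0% = cells with DMSO and 100% = wells without cells with DMSO; values of inactives mirror those of a sister screen read the other way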
Target sequence (P35372 whole entry, looked up): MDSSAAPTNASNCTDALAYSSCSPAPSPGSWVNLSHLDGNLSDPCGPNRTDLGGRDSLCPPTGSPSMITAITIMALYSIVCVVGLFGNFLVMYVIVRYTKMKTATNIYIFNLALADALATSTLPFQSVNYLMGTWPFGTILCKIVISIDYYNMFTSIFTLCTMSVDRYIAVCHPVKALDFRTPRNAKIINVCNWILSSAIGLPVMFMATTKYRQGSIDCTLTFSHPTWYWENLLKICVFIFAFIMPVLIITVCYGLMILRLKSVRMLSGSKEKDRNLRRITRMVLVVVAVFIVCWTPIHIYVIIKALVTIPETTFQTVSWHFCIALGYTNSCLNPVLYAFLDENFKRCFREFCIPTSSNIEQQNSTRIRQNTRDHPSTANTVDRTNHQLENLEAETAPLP
Target sequence (P41143 whole entry, looked up): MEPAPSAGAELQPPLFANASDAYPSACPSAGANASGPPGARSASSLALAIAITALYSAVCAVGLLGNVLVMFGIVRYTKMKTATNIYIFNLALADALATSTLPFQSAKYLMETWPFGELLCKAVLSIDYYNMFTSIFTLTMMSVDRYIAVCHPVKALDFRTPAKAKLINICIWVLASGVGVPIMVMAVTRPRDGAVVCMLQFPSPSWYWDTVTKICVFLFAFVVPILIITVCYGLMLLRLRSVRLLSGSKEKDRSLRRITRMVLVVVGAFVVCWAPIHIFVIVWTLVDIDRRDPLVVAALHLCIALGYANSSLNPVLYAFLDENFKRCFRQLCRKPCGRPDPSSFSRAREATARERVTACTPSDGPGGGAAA
PfHsp90 set2 = growth inhibition of yeast expressing Plasmodium Hsp90. S. cerevisiae expressing PfHsp90, BacTiter-Glo ATP, 48 h; yeast lacking PDR1 and PDR3 efflux regulators. inhibition, % at 9.4 µM. 310,000 tested, 0.32% active. AID 504621;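 active means every replicate shows inhibition above about 80%, whatever the replicate mean, limit read from the data; inconclusive means mean inhibition reaches the set limit but some replicate falls short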;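 further: 0% = DMSO neutral controls and 100% = 20 µM radicicol positive controls; yeast relying on Plasmodium falciparum Hsp90 in place of its own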
phage Ecoli inh = E. coli growth loss with phage present; 360,000 tested, 0.26% active; inhibition, % at 11.9 µM; growth absorbance; AID 651602; in the data active means inhibition above about 11%
Arrestin-AP2 inh = blocks beta-arrestin peptide binding to AP2 adaptin. AID 504490. FITC-arrestin peptide / GST-AP2 beads, flow cytometry; AP2 beta2 appendage carries R879A mutation. inhibition, % at 10 µM. 340,000 tested, 0.31% active;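 active means inhibition above a set limit, near 3 SD of compounds lacking own fluorescence, cut at about 54% in these data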;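 further: plate controls were DMSO wells for no effect and 5 µM unlabelled arrestin peptide for full effect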
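Measured by: flow cytometry, FL1 (488/535 nm); Material: AP2 appendage R879A on GSH beads; Evaluation: percent response; Timing: pre-incubation 12 min, peptide binding 1 h, room temperature; Also added: 50 nM FITC-arrestin peptide; Medium: PBS with 0.05% Tween 20 and 0.1% BSA.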
AddAB inh = less growth of phage-infected E. coli with AddAB. AID 435030. E. coli expressing H. pylori AddAB, absorbance growth. 330,000 tested, 0.29% active. inhibition, % at 11.9 µM; in the data active means inhibition above about 12%;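 further: 0% = vehicle wells of infected cells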
OPRM1-OPRD1 ag = agonists of human mu-delta opioid receptor heterodimerization; P35372+P41143; activation, % at 9.3 µM; 340,000 tested, 0.3% active; cells, OPRM1-OPRD1 heterodimerization, luminescence; in the data active means activation above about 18%;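 further: 0% = vehicle-treated cells and 100% = reference agonist; values of inactives mirror those of a sister screen read the other way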
Tat transport = E. coli Tat transport inhibition; E. coli MC4100 TorA-mCherry Tat export, fluorescence; inhibition, % at 10 µM; 340,000 tested, 0.036% active; AID 488895;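 active means mean replicate inhibition at least 50% and at least half of replicates individually reaching 50%; inconclusive means only one of the two criteria met; inactive means neither criterion met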;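 further: exported cargo escapes ClpAP degradation while cytoplasmic cargo is degraded and loses fluorescence; 0% = median of neutral control wells and 100% = median of NaSCN control wells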
Ecoli viability = bacterial growth inhibition, counter-screen for AddAB inhibitors; E. coli V3065 growth, OD600 absorbance, 18 h; inhibition, % at 11.9 µM; 330,000 tested, 0.27% active; AID 449728;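 active means inhibition above the campaign's mean inhibition across all tested compounds plus 3 SD, cut at about 9.9% in these data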;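 further: uninfected addAB+ strain grown without phage in ampicillin broth; 0% = DMSO wells and 100% = ciprofloxacin 0.95 µg/ml wells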
PKA-R1A activ = activators of PKA-R1A complex; P00514+P68181; PKA-R1A dissociation, Cy5-IP20 fluorescence polarization; scaled: DMSO 0%, 113 µM cGMP 100%; activation, % at 11.4 µM; 340,000 tested, 0.083% active;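 active means percent activation above the mean of all tested compounds plus 3 SD, cut at about 19% in these data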;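 further: higher means more PKAc released from R1A so a rise in polarization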
DSG3 Ab inh = blocks pemphigus antibody binding to human desmoglein-3. 310,000 tested, 0.48% active. DSG3-coupled beads, scFv-anti-DSG3-GFP binding, flow cytometry; hits give low values. P32926. binding (percent of control), % at 10 µM;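 active means binding more than 3 SD below its plate's average and above zero; inconclusive means below that plate limit but binding exactly zero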;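 further: hits lower antibody fragment binding to DSG3; some compounds called inactive have numbers as strong as hits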
Mot1-301 SUMO = inhibitors of SUMOylation pathway: yeast Mot1-301 growth rescue. S. cerevisiae Mot1-301 growth rescue, ATP luminescence, 38.5C; percent above DMSO median, 100 means doubled. growth rescue, % at 18.8 µM. 320,000 tested, 1% active. AID 2716;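 active means every valid replicate shows activation above 250% relative to neutral control wells; inactive means the rest, any valid replicate at or below 250%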;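 further: OY570 slx delta 5 strain wells were the positive control but not used for scaling; some compounds called inactive have numbers as strong as hits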
* = called active by the depositor; ? = inconclusive; . = not tested or not shown. Compounds were not picked by outcome, and some 2.8% of all compounds hit somewhere here.

SMILES	OPRM1-OPRD1 inv	PfHsp90 set2	phage Ecoli inh	Arrestin-AP2 inh	AddAB inh	OPRM1-OPRD1 ag	Tat transport	Ecoli viability	PKA-R1A activ	DSG3 Ab inh	Mot1-301 SUMO
Cc1ccccc1CN(c1ccc(C(=O)N/N=C/c2ccc(OCC(N)=O)cc2)cc1)S(C)(=O)=O	18	-11	5.0	41	-1.6	-3.5	-10	-2.2	-1	93	7
NS(=O)(=O)c1ccc(NC(=S)NCc2ccccc2)cc1	5	14	4.2	32	4.7	-0.8	-13	-0.3	1	99	12
Cc1cc(C)cc(NC2=CC(=O)CC(c3ccco3)C2)c1 (stereo unspecified)	7	.	1.3	0	5.6	-1.2	4	0.6	-3	.	.
Cc1ccc(S(=O)(=O)NC(=O)NCc2ccco2)cc1	1	.	1.5	-6	.	-0.3	-9	.	2	96	.
COCCCn1nnnc1SCC(=O)Nc1nc(C)c(C)s1	15	-4	1.6	-3	0.3	-2.6	-3	-1.3	-5	100	29
CCCOc1ccc(-c2cn3ccccc3n2)cc1	10	3	4.2	15	0.2	-2.1	4	-0.3	0	105	-3
CCN(Cc1ccccc1)C(=O)COC(=O)c1cc(Cl)nc(Cl)c1	1	-17	2.0	-28	2.5	-0.3	-7	0.2	-10	101	-3
CC(C)NC(=O)C1CCN(C2CCN(Cc3ccc4cccc(F)c4n3)CC2)CC1	13	1	0.5	-6	1.3	-2.5	-4	-0.3	5	103	6
CC(Sc1nnc2ccccn12)C(N)=O (stereo unspecified)	5	-5	1.6	-2	-0.4	-1.2	-5	-3.6	-10	.	.
Cc1sc2nc(SCCO)n(-c3ccccc3)c(=O)c2c1C	14	-11	1.7	6	-0.7	-2.9	-8	-3.1	1	122	9
CCOC(=O)C1=C(N)c2ccccc2CC1C1CCCC1 (stereo unspecified)	-25	7	0.8	2	2.5	5.1	9	1.4	1	102	552*
Cc1cc(C)nc(SCC(=O)N/N=C\C(Br)=C\c2ccccc2)n1	3	-25	2.9	5	0.8	-0.7	14	-1.9	-6	92	-17
Cc1ccc(C(OCC(O)CNC(CO)C(O)c2ccc([N+](=O)[O-])cc2)c2ccccc2)cc1 (stereo unspecified)	0	-25	2.9	9	-1.3	0.0	5	1.9	1	.	4
O=C(COc1ccc(Br)cc1)NCCO	3	-72	2.5	16	2.6	-0.7	0	1.4	-5	.	-9
O=C(O)/C=C/c1cccnc1	17	2	0.3	22	0.6	-3.0	-3	0.4	-1	103	399*
Cc1c(N(C(=O)Nc2ccccc2)C2=NCC(C)S2)c(=O)n(-c2ccccc2)n1C (stereo unspecified)	6	7	0.7	98*	0.8	-1.3	1	-3.1	-5	101	128
CCC1=NN2C(=N)/C(=C\c3ccc(SCc4ccco4)o3)C(=O)N=C2S1	-7	-51	1.1	7	0.0	1.1	-9	-0.3	6	.	8
CCCCC(=O)Nc1ccc(NCc2ccc(C)s2)cc1	-9	-5	1.2	9	0.5	2.0	13	-0.3	-3	103	-20
O=C(CSc1nc(=O)n(CCCN2CCOCC2)c2c1CCC2)Nc1ccccc1F	9	5	4.8	-7	3.8	-1.4	1	1.9	-8	91	-2
C#Cc1ccc([C@@H]2C=C(C(=O)O)O[C@H](OCCCCO)C2)cc1	2	9	2.1	5	5.3	-0.4	0	2.2	-3	105	11
COc1ccccc1NC(=O)CCN1C(=O)C2C3CCC(C3)C2C1=O (stereo unspecified)	4	-1	0.8	-5	-0.1	-0.7	-11	2.7	-11	106	-5
COc1ccc(S(=O)(=O)Nc2ccccc2C(=O)N2CCCC2)cc1C	-3	21	-1.4	20	2.2	0.4	0	2.8	-7	.	89
CCCCN1CC(=O)N2[C@H]3c4cc(Cl)ccc4OC[C@@H]3[C@H](c3ccccc3)[C@]2(C)C1=O	-8	-15	1.4	1	1.0	1.2	2	-0.6	-9	104	77
Cc1ccc(CNC(=O)c2ccccc2N)cc1	4	-6	2.0	-3	-1.8	-0.7	4	-2.0	7	105	1
CC(C)(C)C(=O)NCCc1nc2ccccc2n1CC(=O)c1ccccc1	16	-5	2.0	1	-2.7	-2.9	-3	-0.3	-6	87	6
Carrying on:
SMILES	OPRM1-OPRD1 inv	PfHsp90 set2	phage Ecoli inh	Arrestin-AP2 inh	AddAB inh	OPRM1-OPRD1 ag	Tat transport	Ecoli viability	PKA-R1A activ	DSG3 Ab inh	Mot1-301 SUMO
CCN(Cc1nc(-c2cccc(C)c2)no1)C(=O)c1ccco1	14	2	2.2	39	4.1	-2.3	6	-2.1	6	.	-2
CCOCCCn1c(SCC(=O)Nc2ccc3[nH]c(=O)[nH]c3c2)nc2ccccc2c1=O	-2	10	6.7	31	1.9	0.3	-3	1.4	-2	105	6
Cc1cccc(C(=O)NCC(=O)OCC(=O)c2cc(C)n(CC3CCCO3)c2C)c1 (stereo unspecified)	11	5	1.5	-7	-1.6	-2.1	-6	-0.5	-12	97	-6
O=C(COc1cc(F)ccc1[N+](=O)[O-])Nc1cccc(S(=O)(=O)NC2=NCCC2)c1	7	13	2.1	-5	3.1	-1.7	0	0.7	0	.	0
COC(=O)c1ccc(C2CC(=O)Nc3cc(OC)c(OC)cc32)cc1 (stereo unspecified)	0	3	-0.1	2	0.3	0.0	?	-0.1	3	.	385
N/C(=N/O)c1ccccc1N1CCC(Cc2ccccc2)CC1	3	3	3.3	43	0.7	-0.6	-14	0.3	-4	94	155
COc1ccc2c(c1)C=C(CN1CCN(C(C)C)C(CCO)C1)CO2 (stereo unspecified)	4	-20	2.3	7	1.6	-0.7	-1	-0.8	-5	76	2
Cn1c(=O)n(CCc2ccccc2)c(=O)c2c1nc1n2CCN1Cc1ccco1	.	-11	0.4	26	-1.4	.	8	-1.5	5	101	-10
CC(C)CN1CCN(Cc2ccc(Oc3ncccn3)cc2)CC1CCO (stereo unspecified)	10	-56	-1.1	8	2.0	-1.8	-3	-2.9	4	100	-5
COc1ccccc1C(=O)Nc1cccc(SC)c1	8	19	2.2	19	0.7	-1.4	-5	-1.3	-15	100	9
C=CCNC(=S)N1CCC(C(=O)c2ccc(OC)cc2)CC1	8	-18	2.2	1	2.7	-1.4	6	-0.5	-1	96	10
CC(Cl)C(=O)Nc1ccccc1C#N (stereo unspecified)	15	-4	1.7	10	2.9	-3.0	0	0.0	4	104	3
Cc1cc(-c2sccc2Br)nc(-n2cccc2)n1	-8	-24	2.8	27	.	1.8	8	.	-1	105	.
O=C(c1ccco1)[C@@H]1[C@@H]2C(=O)N(c3ccc(Br)cc3)C(=O)[C@@H]2C2c3ccccc3C=CN21 (stereo partly specified)	4	-7	0.7	-1	.	-0.7	-15	.	-1	102	.
COc1ccccc1C1C(C(=O)c2cc3ccccc3o2)=C(O)C(=O)N1CCN(C)C (stereo unspecified)	12	8	1.4	20	0.8	-2.9	-3	-3.0	-7	110	6
COc1ccccc1NC(=S)NC(=O)CCCOc1ccc(Cl)cc1Cl	-14	-29	1.4	6	0.2	2.5	-2	-0.2	4	101	-4
CNC(=O)C(=O)NCC1OCCN1S(=O)(=O)c1ccc(OC)c(OC)c1 (stereo unspecified)	9	9	0.7	-8	-1.4	-1.8	-11	0.6	-1	.	-4
COc1cc(NC(=O)COC(=O)c2cc(S(=O)(=O)N3CCOCC3)ccc2F)cc(OC)c1	0	14	0.2	17	0.0	0.0	8	-0.4	-3	119	-4
O=S1(=O)CCC(NC(=S)Nc2ccccc2)C1 (stereo unspecified)	.	.	-0.4	18	2.1	.	.	-0.5	.	97	-7
CCCNC(=S)NNC(=O)c1cc(C2CC2)nc2ccccc12	24	-16	2.0	-2	1.5	-4.3	1	4.0	5	121	330
Cc1cccc(C)c1NC(=O)C1(C)c2cccc[n+]2CC(=O)N1Cc1cccs1 (stereo unspecified)	15	0	3.8	-12	-0.3	-2.2	16	-2.0	-10	98	-1
O=C(CSc1nc(C(F)(F)F)cc(=O)[nH]1)NCc1ccc2c(c1)OCO2	6	.	3.5	2	0.6	-0.9	-1	1.3	-5	108	-7
O=c1[nH]c2cc([N+](=O)[O-])ccc2c2ccccc12	-27	34	3.0	53	.	5.5	-4	.	2	.	.
CCCn1nnnc1SCC(=O)NCc1cccs1	7	3	1.7	-3	-0.3	-1.1	15	-1.9	1	.	.
CCOc1ccc(-c2ncncc2-c2ccc(OC)cc2)c(O)c1	-6	.	-2.9	43	0.6	1.3	3	-0.7	0	99	4
The results go on.
SMILES	OPRM1-OPRD1 inv	PfHsp90 set2	phage Ecoli inh	Arrestin-AP2 inh	AddAB inh	OPRM1-OPRD1 ag	Tat transport	Ecoli viability	PKA-R1A activ	DSG3 Ab inh	Mot1-301 SUMO
O=C1CN(C(=O)c2ccccc2[N+](=O)[O-])C(c2ccccc2)c2cc(Br)ccc2N1 (stereo unspecified)	3	-5	0.9	10	-0.6	-0.6	3	0.4	2	92	179
CC(=O)N(c1ccc2oc(=O)sc2c1)S(=O)(=O)c1ccccc1	-4	-22	1.3	3	3.6	0.8	6	-2.9	-8	100	0
COC(=O)C1=C(CS(=O)(=O)c2ccc(Cl)cc2)NC(=O)NC1c1ccc(O)c(OC)c1 (stereo unspecified)	8	-23	0.9	11	1.9	-1.6	-2	-1.6	3	89	-1
CCC(C)Nc1nnc(SCC(=O)c2c(N)n(C3CC3)c(=O)[nH]c2=O)s1 (stereo unspecified)	-2	13	0.6	6	-0.7	0.5	20	0.8	-10	.	6
Cc1ccc(CCNC(=O)C2CC(c3ccccc3[N+](=O)[O-])=NO2)cc1 (stereo unspecified)	-1	.	1.0	-8	-0.4	0.1	-14	-2.4	-11	105	140
Cn1cc(CNCc2ccc(-n3cccn3)cc2)c(-c2ccccc2F)n1	2	9	2.5	45	3.8	-0.3	-10	-0.3	-2	104	0
C/C(=N/NC(=O)c1ccc(Br)s1)c1cccnc1	1	-12	1.6	25	.	-0.2	9	.	-13	93	-10
COc1ccc(C(=O)O)cc1S(=O)(=O)N(C)CCc1ccccn1	2	19	3.5	25	1.6	-0.3	6	1.8	-3	101	241
O=C(Cn1cnc2ccccc21)N/N=C/c1cccc([N+](=O)[O-])c1	.	3	1.9	-25	2.5	.	-1	2.8	-3	100	2
